From PubChem BioAssay
SR-BI HDL uptake – mouse SR-BI HDL lipid transfer inhibition | AID 488896 | actives 0.96% (n = 320,000) | ldlA[mSR-BI] CHO cells, DiI-HDL uptake fluorescence, 3 h | inhibition, % at 12.5 µM | Q61009;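 active = mean replicate inhibition of at least 70% and a set share of replicates each scoring 70 or more; inconclusive = meets just one of the two criteria; inactive = fails both criteria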;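 note: 0% = median of neutral control wells and 100% = median of positive control wells; values of inactives mirror those of a sister screen read the other way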
Target sequence (Q61009 whole entry, looked up): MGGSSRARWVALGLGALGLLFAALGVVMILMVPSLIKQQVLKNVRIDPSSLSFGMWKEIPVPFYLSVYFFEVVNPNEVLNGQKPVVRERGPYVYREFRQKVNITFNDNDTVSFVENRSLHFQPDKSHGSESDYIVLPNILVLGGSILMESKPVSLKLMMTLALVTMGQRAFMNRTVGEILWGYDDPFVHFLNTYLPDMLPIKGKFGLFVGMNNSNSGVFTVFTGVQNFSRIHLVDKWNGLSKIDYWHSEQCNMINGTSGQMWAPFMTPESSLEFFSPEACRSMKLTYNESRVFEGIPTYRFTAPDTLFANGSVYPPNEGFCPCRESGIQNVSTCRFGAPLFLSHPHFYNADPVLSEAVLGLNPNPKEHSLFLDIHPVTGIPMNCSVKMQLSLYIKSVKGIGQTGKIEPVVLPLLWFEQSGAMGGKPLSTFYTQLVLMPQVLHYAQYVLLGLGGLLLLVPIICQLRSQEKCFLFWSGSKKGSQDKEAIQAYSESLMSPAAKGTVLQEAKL
MITF act – increases MITF-driven TRPM1 promoter luciferase signal. actives 0.75% (n = 300,000). AID 588334. activation, % at 12.5 µM. SK-MEL-5 TRPM1-promoter luciferase, 24 h; % of positive control, neutral wells = 0;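 active = mean activation of at least 80% with every replicate also reaching 80%; inconclusive = mean reaches 80% but some replicate falls short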;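 note: 0% = neutral control wells and 100% = parthenolide positive control wells; values of inactives mirror those of a sister screen read the other way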
Wnt bcat act – activates Wnt/beta-catenin signaling in a reporter cell assay | activator, plate reader | activation, % at 9.35 µM | actives 1.2% (n = 300,000) | AID 743398; in the data active = activation above about 30%, passing the limit was not always enough; inconclusive = no clear call, values can overlap the other calls;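 note: 0% = neutral control wells and 100% = positive control wells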
Rtt109 Vps75 – blocks Candida albicans Rtt109/Vps75 acetyltransferase activity; purified Rtt109/Vps75, ThioGlo CoA-SH fluorescence, 4 h; inhibition, % at 34.9 µM; Q5AAJ8; AID 540336; actives 0.16% (n = 330,000);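 active = inhibition of at least 50% in every replicate; inconclusive = best replicate reaches 50% inhibition but some replicates fall short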
dFosB act – mouse delta FosB homodimer activation; activation, % at 25 µM; actives 0.99% (n = 340,000); P13346; AID 493131; purified delta FosB, TAMRA-CDK5 oligo fluorescence polarization; percent of positive-control signal above neutral wells;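 active = mean activation above about 17%, with every replicate also reaching it, limit read from the data, passing the limit was not always enough; inconclusive = only one of the two conditions met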;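 note: fluorescence polarization rise as delta FosB binds a TAMRA Cdk5 AP-1 oligo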
HTR5A ag ctr – activates human HTR5A in OPRM1-OPRD1 agonist counter-screen; P47898; HTR5A agonist assay, luminescence, cell-based; activation, % at 9.3 µM; actives 0.61% (n = 340,000); AID 504692; in the data active = activation mostly above about 9.5%, no sharp cut-off; inactive = mostly below about 7.6%;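 note: 0% = cells with vehicle only and 100% = reference agonist; strong numbers were not always called active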
Target sequence (P47898 whole entry, looked up): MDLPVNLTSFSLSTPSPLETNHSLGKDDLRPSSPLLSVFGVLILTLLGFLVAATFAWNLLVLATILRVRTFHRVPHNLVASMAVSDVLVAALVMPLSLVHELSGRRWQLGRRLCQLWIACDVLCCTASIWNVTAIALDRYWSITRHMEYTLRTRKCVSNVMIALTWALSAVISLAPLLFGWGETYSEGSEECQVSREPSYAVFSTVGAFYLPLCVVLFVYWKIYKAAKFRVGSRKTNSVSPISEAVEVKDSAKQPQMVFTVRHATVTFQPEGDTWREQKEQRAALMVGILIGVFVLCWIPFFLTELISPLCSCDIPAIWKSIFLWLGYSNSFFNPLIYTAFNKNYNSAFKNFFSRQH
SR-BI uptake up – SR-BI HDL lipid transfer activation. CHO ldlA[mSR-BI] cells, DiI-HDL uptake fluorescence, 3 h; 100 = double the neutral-control signal. activation, % at 12.5 µM. actives 0.096% (n = 320,000);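 active = mean replicate activation of at least 60% and every replicate at or above 60%; inconclusive = mean or all-replicate condition met, but not both; inactive = mean below 60% and not all replicates reaching 60%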;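 note: 0% = median plate neutral-control signal and 100% = twice that signal; values of inactives mirror those of a sister screen read the other way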
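Test system: SR-BI-overexpressing, LDLR-lacking CHO cells; Medium: Ham's F12 with 0.5% BSA, HEPES 25 mM, pH 7.4; Schedule: 3 h, 37 °C; Technique: bottom-read fluorescence, 550/595 nm.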
CDK5 p35 inh – CDK5/p35 (human) kinase inhibition; Recombinant CDK5/p35, ADP-Glo luminescence, 60 min; AID 488839; actives 0.01% (n = 330,000); Q00535+Q15078; inhibition, % at 10 µM;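 active = highest replicate inhibition of at least 50% and at least 75% of replicates reaching 50%; inconclusive = only one of the two criteria met; inactive = both criteria failed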;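 note: plate controls were DMSO neutral control for no effect and GW8510 at 10 µM for full effect; many of its hits are not listed in these tables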
cardiac RTF act – increases calcium sensitivity of human cardiac regulated thin filaments. P19429+P45379. IANBD-labeled TnC RTF fluorescence at EC20 calcium; 0% EC20 calcium, 100% full calcium. activation, % at 7.2 µM. actives 0.24% (n = 340,000). AID 493008;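 active = activation above the mean over all tested compounds plus 3 SD, cut at about 30% in these data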;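 note: rise in fluorescence read as greater calcium sensitivity of cardiac thin filaments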
PvdQ acylase – P. aeruginosa PvdQ acylase inhibition; AID 488965; purified PvdQ acylase, fluorescence plate reader; actives 0.063% (n = 340,000); inhibition, % at 10 µM; in the data active = inhibition above about 30%, passing the limit was not always enough; inconclusive = no clear call, values can overlap the other calls;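 note: 0% = vehicle neutral wells and 100% = reference inhibitor wells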
* hit, by the source's call; ? = inconclusive; · = not tested or not shown.

nr	Molecule	SR-BI HDL uptake	PvdQ acylase	dFosB act	Rtt109 Vps75	Wnt bcat act	cardiac RTF act	SR-BI uptake up	CDK5 p35 inh	MITF act	HTR5A ag ctr
1	CCN(CC)CCNc1oc(-c2ccccc2)nc1S(=O)(=O)c1ccccc1	-7	-3	2	3	-1	-1	7	-0.7	1	1
2	CCCCCN1CC(O)=C(c2nc3ccccc3[nH]2)C1=N	16	19	-11	5	7	-7	-16	-0.9	52	5
3	CC(=O)CSc1nnc(Cc2ccc([N+](=O)[O-])cc2)o1	-9	-10	2	-4	·	3	9	1.0	8	-1
4	CC(Oc1ccc(Cl)cc1)c1ccnn1S(=O)(=O)c1ccccc1 (stereo not drawn)	-10	-10	-6	1	·	-1	10	0.4	-2	-2
5	CCN(CC)S(=O)(=O)c1ccc(C)c(C(=O)Oc2cccc(-c3cnc4ccccc4n3)c2)c1	47	-1	-6	·	?	-8	-47	0.0	42	1
6	O=C(NCC1CCCO1)C1CCCN(S(=O)(=O)c2cc(Cl)ccc2Cl)C1 (stereo not drawn)	-33	-8	1	-3	-2	-5	·	-1.4	5	0
7	CCOC(=O)N1CCN(C(=O)c2ccc3c(=O)n(-c4ccccc4F)c(=S)[nH]c3c2)CC1	2	-8	6	5	2	3	-2	-2.7	5	-1
8	Cc1ccc(S(=O)(=O)N(CC(=O)NCC2CCCO2)Cc2ccc(F)cc2)cc1 (stereo not drawn)	·	-15	-6	2	3	-2	·	2.0	17	-2
9	O=C(CCNC(=O)c1ccc(Cl)cc1)NCC(c1ccco1)N1CCCC1 (stereo not drawn)	-15	-7	5	-3	-2	2	15	0.6	2	4
10	O=C(NCc1ccccc1CN1CCCC1)c1cccc(S(=O)(=O)Nc2ccc(F)cc2)c1	5	1	-5	4	-3	-1	-5	0.4	31	0
11	Cn1c(N)c(C(=O)COC(=O)Cc2ccc(F)cc2)c(=O)n(C)c1=O	-9	-8	-10	-12	-2	-1	9	0.7	25	0
12	Cc1cc(C)n(-c2ccc(C(=O)OCC(=O)Nc3ccccc3[N+](=O)[O-])cc2)n1	-8	15	-3	3	-1	9	8	-0.5	-1	1
13	CCOC(=O)c1ccccc1NC(=O)c1ccc2c(SCC(=O)O)c3c(nc2c1)CCCC3	-7	-14	-64	24	-4	0	7	1.1	1	1
14	O=C(Nc1ccc(Br)cc1Cl)c1cnccn1	-21	16	-15	-1	3	0	21	-2.7	46	1
15	O=[N+]([O-])c1cccc(S(=O)(=O)c2ccc(NCCOCCO)c([N+](=O)[O-])c2)c1	-3	0	-1	4	-2	-2	3	1.3	-10	2
16	COCCn1c(C)cc(C(=O)COC(=O)c2ccc([N+](=O)[O-])o2)c1C	27	-7	-6	4	0	7	-27	0.9	-1	4
17	CCC(O)(Cc1ccccn1)Cc1ccccn1	-4	-18	-5	-10	-2	2	4	-0.1	-3	-3
18	O=C(NC(=S)Nc1ccc2c(c1)OCO2)c1ccccc1	11	-13	-7	-7	·	4	-11	0.6	74	-10
19	CS(=O)(=O)N(CC(=O)N1CCCC1)c1cc(C(F)(F)F)ccc1Cl	-18	2	5	-6	3	-3	18	1.6	10	6
20	CCN1CCN(CC(=O)N2N=C(c3cccs3)CC2c2ccc(C)cc2)C(=O)C1=O (stereo not drawn)	8	0	-7	-1	10	-4	-8	-0.6	-13	3
21	O=C(/C=C/c1ccc(Cl)cc1)Nn1c(-c2cccs2)nc2ccccc2c1=O	-22	-10	?	-3	-4	-6	22	-1.7	10	-2
22	CCOc1ccccc1N1CCN(CC(=O)Nc2nc(C)c(C(=O)N(C)C)s2)CC1	2	12	-7	1	-1	-5	-2	-0.5	2	1
23	NC(=O)C1CC(=O)N(c2ccc(OCC(=O)Nc3ccc(Cl)cc3)cc2)C1 (stereo not drawn)	·	1	4	-7	-1	-4	·	-1.0	·	-3
24	O=C1CCC[C@@H]2Cc3nc4ccc(Cl)cc4cc3[C@@H]3CCN1[C@H]23	3	-17	-2	12	5	5	-3	2.6	2	0
25	COc1cccc(/C=C(/C(=O)OCC(=O)NCC2CCCO2)c2ccccc2)c1 (stereo not drawn)	-2	-25	-9	-2	-9	3	2	-7.1	-4	11*
26	Cc1cccc(NC(=O)CC23CC4CC(C2)CC(n2nnc(C)n2)(C4)C3)c1	-10	-4	0	4	-1	1	10	-0.5	-7	4
27	CC(C)[C@H](NC(=O)c1ccccc1)C(=O)OCC(=O)N1CCCc2ccccc21	1	8	-1	·	-2	4	-1	2.4	-7	-1
28	Cc1oc(-c2cccc(Cl)c2)nc1CN1CCC(C(=O)N2CCN(c3ccccn3)CC2)CC1	49	-26	-2	1	·	12	-49	-5.6	-19	4
29	O=C(CNC(=O)c1ccc([N+](=O)[O-])cc1)N/N=C/c1c[nH]c2ccccc12	-16	-13	-6	1	0	4	16	0.2	7	4
30	Cc1ccsc1C(=O)OCC(=O)NCc1ccc(Cl)cc1	-27	10	5	0	9	9	27	-0.3	·	7
31	COC(=O)CCSc1nc(N2CCOCC2)c2c(c1C#N)CC(C)(C)OC2	-2	3	-3	1	-5	-4	2	2.7	-2	1
32	NS(=O)(=O)c1ccc(CNC(=O)Cc2ccc(S(=O)(=O)N3CCOCC3)s2)cc1	5	-1	0	0	-1	2	-5	0.0	7	1
33	Cc1ccc(C(=O)NCCC(=O)NCc2ccco2)cc1	-21	-10	-5	-4	22	-3	21	0.1	-14	4
34	COc1ccc(OC)c(S(=O)(=O)N2CCC(C(=O)N3CCCC3)CC2)c1	·	-10	-4	7	-2	9	·	0.5	-5	-6
35	O=C(C(Cl)Cl)N1CCN(Cc2ccc3c(c2)OCO3)CC1	-12	-1	-1	-5	1	-7	12	0.2	11	3
36	Cc1cc(=O)oc2cc(OCC(=O)Nc3nnc(CC(C)C)s3)ccc12	4	-7	3	-4	·	-14	-4	-0.6	·	-1
37	O=C(NN=C1CCCCCC1)c1cccnc1	-3	-9	-10	-21	-2	3	3	-1.1	-1	-3
38	O=C1CC(/C=C/c2ccccc2)(C(=O)NC2CCCC2)N1c1ccc(S(=O)(=O)N2CCCC2)cc1 (stereo not drawn)	-8	15	-12	0	-3	2	8	2.0	-2	0
39	O=C(NCc1ccc(Cl)cc1)c1ccc(OCC2CCCO2)cc1 (stereo not drawn)	7	-6	2	1	0	-5	-7	-0.3	19	0
40	COc1ccc2[nH]cc(CCNC(=O)Cc3ccc(Cl)cc3)c2c1	-2	6	-5	-3	-2	1	2	0.3	6	17*
41	O=C(c1ccc(Cl)cc1)N1CCC(c2nc(-c3cccs3)no2)CC1	-7	-7	-2	-2	-3	1	7	-1.9	6	2
42	CCn1c(=S)[nH]c2scc(-c3cccs3)c2c1=O	-10	-4	1	-3	5	1	10	2.6	-7	3
43	CC1CCN(CCNC(=O)C2CCCN(c3ncnc4c3nc3n4CCCCC3)C2)CC1 (stereo not drawn)	-19	-17	2	3	-1	-1	19	·	8	2
44	O=C(COC(=O)c1cc(Br)ccc1O)c1ccc(F)cc1	34	-7	3	11	-2	-7	-34	0.6	25	1
45	CC(C)(C#N)NC(=O)c1ccco1	-14	-17	7	8	·	-1	14	-0.3	9	1
46	COc1ccc(-n2c(C)cc(C(=O)NC3CCCCC3)c2C)cc1	-27	-8	-1	4	18	5	27	0.6	43	-1
47	Cc1ccc(S(=O)(=O)CCc2nnc(NC(=O)c3ccco3)s2)cc1	-11	-6	13	6	·	-1	11	0.4	0	-3
48	CCOc1cc(CN2CCN(C(=O)c3cccc4ccccc34)CC2)ccc1OC	3	-19	-1	-9	0	3	-3	2.2	·	5
49	O=c1nccc(NCc2ccco2)[nH]1	-5	-16	9	-5	0	4	5	-1.3	·	-2
50	CC1(C)Cc2c(c(N3CCOCC3)nc3sc(C(=O)Nc4ccc(Cl)cc4)c(N)c23)CO1	·	-5	-7	-7	-4	-7	·	0.6	·	0
51	Cc1[nH]c2ccc(-c3n[nH]c(=S)n3C)cc2c1C	8	1	-3	-2	-3	0	-8	1.7	-7	2
52	CCNC(=S)NN=C1c2ccccc2-c2ccccc21	38	-11	-9	0	-1	2	-38	-0.8	0	-6
53	COc1ccc(CC(=O)NC(C)c2nnc(SCC(=O)Nc3nc(C)cs3)n2C)cc1 (stereo not drawn)	1	7	-1	-13	-2	-3	-1	-1.4	·	3
54	CC(Nc1nc(-c2ccc(F)cc2)cs1)c1nc2cc(C(F)(F)F)ccc2n1CCOCCO (stereo not drawn)	5	9	-5	-3	-3	-6	-5	0.4	-14	-1
55	CCn1c(SCC(=O)N2CCCc3ccccc32)nnc1-c1c[nH]c2ccccc12	57	-7	9	8	-3	7	-57	1.0	-10	12
56	CCCc1nnc(SCC(=O)Nc2ccc(NC(C)=O)cc2)n1-n1cccc1	3	0	-5	-6	-1	-4	-3	1.0	-2	-3
57	c1ccc(-c2ccccc2OCCCCn2ccnc2)cc1	-11	-7	-2	-7	-3	2	11	-1.1	·	-1
58	CCOc1ccc2[nH]c3c(NCCCOC)ncnc3c2c1	20	-22	0	-20	9	0	-20	1.9	·	3
